# 697 NFkB inh – lowers PMA/ionomycin-induced NF-kB signal in 697 B cells; 697 B-cell NF-kB luciferase reporter, 16 h; inhibition, % at 4 µM; 0.33% of 330,000 active; in the data active means inhibition above about 35%
# CCR6 antagonist – antagonists of human CCR6 receptor. inhibition, % at 20 µM. 0.49% of 340,000 active. CHO-K1 CCR6 PathHunter beta-arrestin, luminescence, CCL20-stimulated;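 active means compounds whose inhibition of the agonist-driven luminescence signal at 20 µM reaches about 50%, limit read from the data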;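 further: cells stimulated with CCL20 at 14 nM final; plate controls were DMSO with CCL20 for no effect and DMSO without agonist for full effect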
# APJ antag – antagonists of human APJ apelin receptor. inhibition, % at 20 µM. 0.32% of 330,000 active. P35414. CHO-K1 APJ beta-arrestin complementation, luminescence. AID 2521;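 active means inhibition above about 40% at 20 µM, limit read from the data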;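 further: cells challenged with 10 nM apelin-13 agonist together with compound; plate controls were apelin-13 plus DMSO wells for no effect and DMSO wells lacking apelin-13 for full effect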
# Target sequence (P35414 whole entry, looked up): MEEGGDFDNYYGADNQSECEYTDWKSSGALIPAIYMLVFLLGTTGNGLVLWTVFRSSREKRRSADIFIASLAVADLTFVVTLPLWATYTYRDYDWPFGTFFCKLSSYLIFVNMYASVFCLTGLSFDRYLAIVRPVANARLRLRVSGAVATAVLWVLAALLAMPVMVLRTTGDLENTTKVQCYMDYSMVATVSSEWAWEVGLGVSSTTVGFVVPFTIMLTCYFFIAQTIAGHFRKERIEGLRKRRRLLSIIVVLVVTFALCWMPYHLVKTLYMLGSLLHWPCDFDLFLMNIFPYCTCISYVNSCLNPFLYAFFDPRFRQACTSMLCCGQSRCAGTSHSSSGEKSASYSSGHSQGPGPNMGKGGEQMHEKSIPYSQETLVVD
# UBC13 inh – inhibitors of human UBC13 polyubiquitin chain formation; TR-FRET; inhibition, % at 20 µM; 0.47% of 330,000 active; AID 485273; in the data active means inhibition above about 45%, passing the limit was not always enough
# Target sequence (P61088 whole entry, looked up): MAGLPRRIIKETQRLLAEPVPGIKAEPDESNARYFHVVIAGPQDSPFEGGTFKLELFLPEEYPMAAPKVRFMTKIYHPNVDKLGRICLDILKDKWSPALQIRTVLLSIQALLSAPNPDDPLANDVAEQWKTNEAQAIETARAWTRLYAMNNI
# CXCR6 inh – inhibitors of human CXCR6 receptor; O00574; CHO-K1 PathHunter CXCR6 beta-arrestin, luminescence; inhibition, % at 20 µM; 0.36% of 360,000 active; in the data active means inhibition above about 34%, passing the limit was not always enough;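 further: antagonist mode with CXCL16 agonist at 10 nM final; 0% = 10 nM CXCL16 with DMSO and 100% = unstimulated wells without agonist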
# Gli-Sufu block – blocks Gli-Sufu signaling in a luciferase reporter; Sufu-KO-LIGHT fibroblasts, Gli luciferase reporter luminescence; inhibition, % at 5 µM; 0.74% of 340,000 active;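 active means inhibition above about 55%, limit read from the data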;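 further: 0% = DMSO-treated cells and 100% = wells with medium but no cells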
# Jurkat NFkB inh – inhibitors of the PMA/ionomycin-induced NF-kB reporter in Jurkat cells; 0.53% of 330,000 active; inhibition, % at 4 µM; PMA/ionomycin-induced NF-kB luciferase reporter, luminescence; in the data active means inhibition above about 50%
# EBI2 antag – blocks human EBI2 receptor beta-arrestin signaling | P32249 | EBI2 beta-arrestin recruitment, luminescence, 7a,25-OHC stimulated | inhibition, % at 5 µM | 0.81% of 360,000 active; in the data active means inhibition above about 38%;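 further: enzyme fragment complementation signal reports receptor beta-arrestin coupling in cells; 0% = agonist plus DMSO wells and 100% = wells without agonist; some results beyond the cut were filed as inactive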
# Target sequence (P32249 whole entry, looked up, the tested form may be a part): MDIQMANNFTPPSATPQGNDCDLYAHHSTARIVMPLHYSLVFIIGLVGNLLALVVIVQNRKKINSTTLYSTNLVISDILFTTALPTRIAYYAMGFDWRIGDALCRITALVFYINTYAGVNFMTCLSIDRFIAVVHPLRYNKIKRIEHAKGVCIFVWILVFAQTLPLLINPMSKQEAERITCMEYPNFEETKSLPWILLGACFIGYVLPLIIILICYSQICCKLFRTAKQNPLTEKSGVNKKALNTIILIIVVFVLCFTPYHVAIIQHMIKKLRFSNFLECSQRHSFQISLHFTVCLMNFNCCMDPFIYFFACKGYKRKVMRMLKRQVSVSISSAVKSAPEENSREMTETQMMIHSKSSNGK
# Active calls of the source: *; · = not tested or not shown. Compounds as they come (roughly 3% active in at least one column).
SMILES,697 NFkB inh,CCR6 antagonist,APJ antag,UBC13 inh,CXCR6 inh,Gli-Sufu block,Jurkat NFkB inh,EBI2 antag
CCCCc1ccc(CC2S/C(=C(\C#N)C(=O)N3CCOCC3)N(c3ccccc3)C2=O)cc1 (stereo unspecified),3,11,-20,7,2,2,4,-7
CN(C)C(=O)COC(=O)c1ccccc1OCC(=O)Nc1ccc(SC(F)F)cc1,-15,-1,-8,6,5,5,-2,-6
CCCCN(C(=O)c1cnc2n(c1=O)CCS2)c1ccccc1,-14,-4,-6,3,2,-12,0,-3
CCc1noc(C)c1C(=O)OC(C)C(=O)Nc1ccccc1OC (stereo unspecified),-3,9,0,0,-7,7,7,-13
CCN(CC)S(=O)(=O)c1ccc(Cl)c(NC(=O)COc2ccc(OC)cc2)c1,1,-14,-3,-17,-7,-1,-2,-3
COc1cc(C(c2sc3nc(C)nn3c2O)N2CCN(c3ccccc3)CC2)cc(OC)c1OC (stereo unspecified),-5,4,11,8,4,-2,13,-2
COC(=O)c1ccc(/C=C/C(=O)OCC(=O)Nc2sccc2C(N)=O)cc1,-8,-9,-9,11,2,1,-1,-20
C=CCNC(=S)NNC(=O)c1cc(C)nc2ccccc12,1,21,11,3,3,8,13,-3
CNC(=S)NC1CC2CCCC(C1)N2Cc1ccccc1OC (stereo unspecified),15,6,8,2,-5,-5,-4,-8
COc1ccc(OCC(O)CNCc2ccco2)cc1 (stereo unspecified),4,2,14,-1,-3,6,-18,8
Cc1ccc(CNC(=O)[C@H](C)[C@H]2C[C@]2(C)[C@H](NC(=O)OCc2ccccc2)c2ccccc2)o1,26,11,-14,2,-1,0,6,7
O=S(=O)(c1ccccc1)N1CCN(c2ncnc3sc(-c4ccccc4)cc23)CC1,·,-19,·,·,2,-18,·,30
COc1cc(NC(=O)c2cc3cccc(OC)c3o2)cc(C(=O)Nc2cccc(C(F)(F)F)c2)c1,13,15,-22,-6,4,28,22,-11
CCCCOc1ccc(CSc2nc(C)[nH]c2[N+](=O)[O-])cc1[N+](=O)[O-],-39,21,23,-13,8,1,-30,2
CCCN(C(=O)c1cccc(S(=O)(=O)N2CCN(C)CC2)c1)c1c(N)n(Cc2ccccc2)c(=O)[nH]c1=O,19,7,12,0,1,-3,-2,-10
CC(Oc1ccccc1)C(=O)NNS(=O)(=O)c1ccc([N+](=O)[O-])cc1 (stereo unspecified),-23,-5,-14,-3,-7,4,-5,-12
CCc1ccc(-c2cc(C(=O)O)c3ccccc3n2)s1,-78,-4,9,19,-4,-52,-12,1
Cc1nn(-c2ccccc2)c(Cl)c1C1C(C#N)=C(N)OC2=C1C(=O)CC(C)(C)C2 (stereo unspecified),12,9,-12,-11,-10,2,-1,1
O=[N+]([O-])c1cc(F)c(N2CCOCC2)cc1N1CCCCC1,21,11,11,-5,8,1,4,-9
COC(=O)c1sc(S(=O)(=O)N2CCN(c3ccc(OC)cc3)CC2)c(C(=O)OC)c1C,21,2,-23,10,-1,5,6,7
COc1ccc(CCNC(=O)c2ccc(CS(=O)(=O)c3ccc(Br)cc3)o2)cc1OC,-47,0,-14,-1,-2,4,-2,1
O=C(Nc1cccc(C(=O)N2CCCCC2)c1)C1CCCCC1,·,-1,·,·,-3,-3,·,-17
COc1ccc(C(=O)N2c3ccccc3CC2C)cc1OC (stereo unspecified),-36,12,-15,-6,4,-21,4,-3
Cc1ccc(NC(=O)COC(=O)C2CC2(Cl)Cl)cc1C (stereo unspecified),-7,-2,8,-6,-2,-7,-7,-6
COc1ccccc1NC(=O)N1CCN(Cc2ccc3c(c2)OCO3)CC1,7,6,-22,4,6,-3,-1,-15
# Further structures follow:
SMILES,697 NFkB inh,CCR6 antagonist,APJ antag,UBC13 inh,CXCR6 inh,Gli-Sufu block,Jurkat NFkB inh,EBI2 antag
Cc1onc(-c2c(Cl)cccc2Cl)c1C(=O)NCc1ccco1,5,-1,10,2,-1,-3,3,-4
C=C(C)COc1ccc(-c2ncncc2-c2ccccc2OC)c(O)c1,1,18,11,6,-1,10,21,14
CCCCCCn1c(=O)c(F)cn(Cc2ccc(OC)c([N+](=O)[O-])c2)c1=O,13,-7,9,0,-1,-3,-3,4
Cc1cc(C)c(C(=O)COC(=O)CN2C(=O)NC3(CCCC3)C2=O)cc1C,5,7,6,9,-4,7,7,0
CCCCSC1=N/C(=C/c2ccsc2)C(=O)N1c1ccccc1,-17,17,3,-10,6,0,-29,19
O=C(CSc1ccc(Br)cc1)NC1CCCCCC1,-23,5,8,-4,11,-6,-21,41
COc1cc(N/N=C(\C)c2ccc(N)cc2)nc(-c2ccccc2)n1,-17,-18,-3,10,4,-5,-15,30
CCOC(=O)Nc1nc(-c2ccccc2)c(C(=O)c2ccc(Cl)cc2)s1,8,22,12,-1,17,-9,54*,13
CCc1ccc2[nH]cc(S(=O)(=O)c3ccc(C)c(C)c3)c(=O)c2c1,4,-3,7,15,-8,10,-7,-5
CC(NC(=O)c1cccs1)C(c1cccs1)N1CCN(c2ccccc2)CC1 (stereo unspecified),21,17,-16,3,4,-16,-5,8
COc1ccccc1S(=O)Cc1ccc(C(=O)NC2CCCC2)o1 (stereo unspecified),-4,-3,-11,10,0,0,-13,-6
Cc1ccc(-c2csc3ncnc(NCCC(=O)O)c23)cc1,-5,1,2,-8,-2,27,-4,7
CCOc1ccc(NC(=O)CCSc2ccc(C)cc2)cc1,-15,2,-16,6,-5,-7,-8,7
COc1ccc(NC(=S)NNC(=O)OC(C)(C)C)cc1OC,-3,4,25,-1,4,-1,5,-6
CCCCOc1ccc(-c2nnn(CC(=O)c3c[nH]c4ccccc34)n2)cc1,4,10,4,3,-2,-1,-16,-2
Cc1ccc(NC(=O)Cn2nnc3ccccc32)c(C)c1,2,14,-12,0,2,-8,-14,4
O=C(N/N=C\c1cccc(Cl)c1)c1ccc(Cn2cc(Br)c([N+](=O)[O-])n2)o1,-29,25,-23,2,0,4,-7,17
CCn1c(C2CCN(S(=O)(=O)c3ccc(OC)cc3)CC2)n[nH]c1=S,-4,-6,4,3,-3,11,-2,-2
C=CCN1C=C2C(=O)C(C)(OC(=O)CC)C(=O)C=C2C=C1CCCC (stereo unspecified),2,-15,10,-14,-23,-1,4,-9
O=c1c(=NNc2ccccc2Cl)c(=O)c2ccccc12,·,16,·,·,1,29,·,-1
CN(C)S(=O)(=O)c1cc(C(=O)NCCCn2ccc3ccccc32)ccc1Cl,-4,18,11,9,0,6,9,10
CCCCCC(=O)OCCc1c(C)nc2nc[nH]n2c1=O,-9,2,-6,-6,-1,-8,6,-1
NC1CCN(c2c(F)cc3c(=O)c(C(=O)O)cn(C4CC4)c3c2Cl)C1 (stereo unspecified),-4,-2,-4,-8,-5,11,-1,-18
CCc1ccc(/C=N/NC(=O)c2nnn(-c3nonc3N)c2CN2CCc3ccccc32)cc1,17,11,4,-2,14,-3,22,17
CC1(C)CC(=O)c2c(O)cc(OCC(=O)Nc3ccc(CCO)cc3)cc2O1,16,-1,-7,7,-7,-1,2,-14

# Entries of single compounds, quoted from the list.
# CCn1c(C2CCN(S(=O)(=O)c3ccc(OC)cc3)CC2)n[nH]c1=S as listed: 697 NFkB inh = -4; CCR6 antagonist = -6; APJ antag = 4; UBC13 inh = 3; CXCR6 inh = -3; Gli-Sufu block = 11; Jurkat NFkB inh = -2; EBI2 antag = -2
# CCOC(=O)Nc1nc(-c2ccccc2)c(C(=O)c2ccc(Cl)cc2)s1 as listed: 697 NFkB inh = 8; CCR6 antagonist = 22; APJ antag = 12; UBC13 inh = -1; CXCR6 inh = 17; Gli-Sufu block = -9; Jurkat NFkB inh = 54*; EBI2 antag = 13

# Next part
SMILES,697 NFkB inh,CCR6 antagonist,APJ antag,UBC13 inh,CXCR6 inh,Gli-Sufu block,Jurkat NFkB inh,EBI2 antag
CSc1ccccc1OCc1cc(C(=O)N(C)C(C)c2ccccn2)no1 (stereo unspecified),7,18,-6,-1,-6,-6,-15,4
O=C(NC1CCCCC1)C1CCN(C(=O)c2ccc(-c3ccccc3)cc2)CC1,11,1,3,6,8,3,5,38
COc1ccc(OCCCC(=O)Nc2nccs2)cc1,7,12,3,2,3,-1,-20,-8
CCCCCOC(=O)c1c(N)n(CCOC)c2nc3ccccc3nc12,-12,9,43*,-15,8,-18,-5,11
O=C(/C=C/c1ccc(OC(F)F)cc1)Nc1cccc(S(=O)(=O)NC2=NCCCCC2)c1,-25,3,-22,-1,-1,7,4,5
CCN(C(=S)Nc1ccccc1F)C1CCCCC1,5,-2,-21,4,-5,8,-9,0
CCC(C)Sc1nc2c(c(=O)[nH]c(=O)n2C)n1C (stereo unspecified),2,2,-12,-2,-3,-14,-3,3
CC(C)Oc1ccc(C2C(C(=O)c3ccco3)=C(O)C(=O)N2Cc2cccnc2)cc1 (stereo unspecified),-5,-5,10,-21,3,2,-13,-3
C=CCn1c(CCNC(=O)c2ccccc2F)nnc1SCC(=O)Nc1ccc(OC)cc1,7,5,4,-3,10,-24,-6,-12
CC(=O)Nc1ccccc1N(CC(O)Cn1c2ccccc2c2ccccc21)S(=O)(=O)c1ccc(C)cc1 (stereo unspecified),-8,-13,-3,-4,-16,5,-7,11
Nc1nonc1-n1nnc(C(=O)N/N=C/c2ccccc2Br)c1CN1CCCC1,8,10,-33,63*,-8,-8,2,-3
COc1ccc(CCNC(=O)CCn2c(=O)c3cccn3c3cccnc32)cc1OC,11,23,-3,6,0,-16,3,0
CCc1cccc(CC)c1NC(=S)NCc1ccc2[nH]c(C)cc2c1,3,2,-4,7,2,2,-4,26
O=C(NNS(=O)(=O)c1ccc(Br)cc1)NC1CCCCC1,-5,-20,4,0,-3,-16,6,-6
O=C(NCc1ccccn1)C(=O)N/N=C/c1ccc2c(c1)OCO2,11,7,-7,-8,4,-29,-8,-16
COc1ccc(Cl)cc1N1C(=NC(=O)C2CCCCC2)SC2CS(=O)(=O)CC21 (stereo unspecified),-22,16,-15,2,1,-16,0,-11
Cc1ccc(/C=N/NC(=O)c2nnn(-c3nonc3N)c2CN(C)C)s1,-23,-4,-10,-16,-1,-15,-21,-3
Cc1cccc(OCc2nc3c4c(ncn3n2)-c2ccccc2CC42CCCC2)c1,-13,13,9,-5,5,4,16,25
O=C(NCCC1=CCCCC1)C1CCN(c2nc3ccccc3o2)CC1,-4,5,7,-2,-7,7,-1,0
O=C(NCc1cccnc1)c1ccccc1CCc1ccccc1,0,14,7,1,-2,-17,0,-4
C/C(=N\NC(=O)Cc1ccc(F)cc1)c1ccc(F)cc1,-28,0,-23,12,-2,-5,10,-1
O=C(NCc1ccncc1)C1CCCN(S(=O)(=O)c2ccc(Br)cc2)C1 (stereo unspecified),6,3,11,0,4,1,10,4
Cc1cc(NC(=O)CSc2nnc(-c3ccco3)n2Cc2ccco2)no1,16,6,-36,1,0,1,4,-8
CCOCCCNC(=O)C1c2ccccc2Oc2ccccc21,5,11,21,8,9,16,10,-15
O=C1CCCN1CC(=O)N1CCCC(Nc2cccc(F)c2)C1 (stereo unspecified),15,1,6,5,3,-4,3,2
# (next part)
SMILES,697 NFkB inh,CCR6 antagonist,APJ antag,UBC13 inh,CXCR6 inh,Gli-Sufu block,Jurkat NFkB inh,EBI2 antag
CC(C)C(=O)Nc1ccc2c(c1)nc1n2CCSC1,-10,1,13,7,-3,-8,-9,-3
COc1ccc(CCNC(=O)c2nonc2N)cc1OC,-3,11,3,1,4,-13,-4,8
CC(OC(=O)c1ccccc1C(=O)O)c1ccccc1 (stereo unspecified),·,7,·,·,8,-3,·,7
Cc1cccc(NC(=O)CN2C(=O)S/C(=C\C(=O)Nc3ccc(Cl)cc3)C2=O)c1,27,5,-5,-6,-6,6,6,3
O=C(/C=C/c1ccccc1)c1ccc2c(c1)OCCCCO2,-108,3,3,7,-10,-89,-91,36
CCC(Oc1ccc2ccccc2c1)C(=O)O (stereo unspecified),15,-5,-8,-18,-20,6,4,-6
O=C(CNc1cccc(S(=O)(=O)N2CCCCCC2)c1)Nc1cccc([N+](=O)[O-])c1,-4,15,-4,9,-3,14,-4,7
COc1ccc(/C=C/C(=O)c2cccc(-n3cnnn3)c2)cc1O,2,14,-16,-5,3,-14,-16,8

# Two of the compounds above, as tab-separated lines.
structure	697 NFkB inh	CCR6 antagonist	APJ antag	UBC13 inh	CXCR6 inh	Gli-Sufu block	Jurkat NFkB inh	EBI2 antag
O=C(N/N=C\c1cccc(Cl)c1)c1ccc(Cn2cc(Br)c([N+](=O)[O-])n2)o1	-29	25	-23	2	0	4	-7	17
CCn1c(C2CCN(S(=O)(=O)c3ccc(OC)cc3)CC2)n[nH]c1=S	-4	-6	4	3	-3	11	-2	-2
